Assay outcomes: PubChem BioAssay, several laboratories
GSK3 alpha inh = blockers of GSK3A enzyme activity – biochemical, luminescence, cell-free homogeneous, HTS, primary screen; Glycogen synthase kinase-3 alpha (Homo sapiens), P49840; GSK-3 alpha kinase, ADP-Glo luminescence, 60 min; inhibition, % at 10 µM; 320,000 compounds, 0.1% hits;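 in the data active means inhibition above about 50%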;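 further: GST-tagged GSK-3 alpha with peptide substrate and 25 µM ATP; 0% = DMSO neutral wells and 100% = GW8510 positive control wells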
Target sequence (P49840 whole entry, looked up): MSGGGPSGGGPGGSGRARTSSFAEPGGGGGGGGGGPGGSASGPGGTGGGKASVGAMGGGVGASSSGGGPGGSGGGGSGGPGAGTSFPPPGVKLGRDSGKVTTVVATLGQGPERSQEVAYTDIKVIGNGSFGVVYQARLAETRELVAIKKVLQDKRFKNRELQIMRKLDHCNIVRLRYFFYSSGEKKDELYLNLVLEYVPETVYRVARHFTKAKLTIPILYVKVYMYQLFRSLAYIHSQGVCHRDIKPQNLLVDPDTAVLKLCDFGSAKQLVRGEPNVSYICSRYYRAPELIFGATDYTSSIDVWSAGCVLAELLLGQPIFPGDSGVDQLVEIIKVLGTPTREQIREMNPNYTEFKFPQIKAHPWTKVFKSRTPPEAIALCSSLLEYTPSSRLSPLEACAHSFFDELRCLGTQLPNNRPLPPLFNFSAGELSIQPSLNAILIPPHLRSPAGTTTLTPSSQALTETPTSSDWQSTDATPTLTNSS
HSF1 inhib = HSF1 inhibitors in luciferase reporter cells, primary screen, cell-based, NIH3T3, luminescence; NIH3T3-HGL HSE-luciferase, MG132-induced, luminescence 8 h; hits give low values; activity change, negative = inhibition, % at 7.5 µM (by protocol); 300,000 compounds, 0.77% hits; AID 2098, 2009;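 active means more than half of replicate wells show activity change below -50%, luminescence cut by over half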;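 further: luciferase reports HSF-1 transcriptional activity via heat shock element; 0% = median of DMSO wells and -100% = zero luminescence signal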
HSF-1 act = HSF-1 activators, primary screen, NIH3T3-HGL cells, MG132 stress, luminescence, single point. 300,000 compounds, 1.7% hits. NIH3T3-HGL HSF-1 luciferase reporter, 8 h; 100% = twice DMSO control signal. AID 504408, 2011. activation, % at 9 µM;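 active means mean replicate activation of at least 50% with a set share of replicates each reaching 50%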;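 further: 0% = median of the neutral control wells and 100% = twice that signal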
KLF5 inhibitor = KLF5 expression inhibitors, primary screen, DLD-1 cells, luminescence; DLD-1 KLF5 promoter-luciferase reporter; inhibition, % at 5 µM; 290,000 compounds, 0.23% hits; AID 1700, 2009;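 active means inhibition above a per-plate limit of that plate's mean compound inhibition plus 3 SD, cut at about 60% in these data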;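 further: 0% = DMSO wells and 100% = LY294002 at 200 µM; higher means less KLF5 promoter-driven luciferase light; inactives centre near -14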
HSP90 inh = HSP90 inhibitors, primary screen, cell lysate, luminescence. Heat shock protein HSP 90 (rabbit reticulocyte lysate; luciferase refolding). Rabbit reticulocyte lysate, luciferase refolding luminescence, 3 h. inhibition, % at 5.6 µM. 290,000 compounds, 0.91% hits;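 active means inhibition above the screen-wide mean plus 3 SD, computed separately per campaign, cut at about 16% in these data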;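 further: 0% = DMSO wells and 100% = 60 µM geldanamycin wells; inhibitors lower the luminescence because luciferase stays unfolded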
GSK3B inh = human GSK3beta kinase inhibitors, primary screen, biochemical, cell-free homogeneous, HTS. GST-GSK3beta kinase, ADP-Glo luminescence, 60 min; hits give low values. 300,000 compounds, 0.038% hits. activity score (negative = inhibition), % at 10 µM. Glycogen synthase kinase-3 beta (Homo sapiens), P49841;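 active means more than half of replicate wells score below -50%, meaning over 50% inhibition versus plate controls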;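 further: 0% = median DMSO wells and -100% = median GW8510 positive control wells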
Target sequence (P49841 whole entry, looked up): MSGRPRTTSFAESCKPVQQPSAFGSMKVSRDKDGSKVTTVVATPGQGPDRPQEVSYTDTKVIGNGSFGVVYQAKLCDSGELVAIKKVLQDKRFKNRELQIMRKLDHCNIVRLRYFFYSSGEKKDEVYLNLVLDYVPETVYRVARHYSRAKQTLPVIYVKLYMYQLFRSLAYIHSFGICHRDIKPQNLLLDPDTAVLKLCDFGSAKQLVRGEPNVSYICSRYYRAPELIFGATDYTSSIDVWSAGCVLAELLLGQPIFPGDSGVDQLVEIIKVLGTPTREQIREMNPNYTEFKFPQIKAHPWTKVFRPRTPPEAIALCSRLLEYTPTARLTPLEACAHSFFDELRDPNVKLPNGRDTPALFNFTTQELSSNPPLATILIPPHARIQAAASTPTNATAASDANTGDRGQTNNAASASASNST
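Test system – GST-tagged human GSK3beta kinase, cell-free · Incubation – 60 min enzyme reaction, room temperature · Signal – ADP-Glo luminescence · Also added – peptide substrate and ATP at 25 µM · Controls – DMSO neutral wells and GW8510 at 20 µM as positive · Buffer or medium – Tris/MgCl2 kinase buffer · Measure – Luminescence-derived activity versus plate DMSO and GW8510 wells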
aSyn UTR inh = MLPCN primary screen, SNCA 5' untranslated region; alpha-synuclein 5'UTR reporter, inhibitor activity; AID 1813, 2009; 300,000 compounds, 0.82% hits; inhibition, % (tested at 7.5 µM); in the data active means inhibition above about 60%;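 further: H4 neuroglioblastoma cells stably carrying SNCA 5'UTR luciferase fusion; 0% = DMSO wells and 100% = positive control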
IEC-6 tox = cytotoxicity in IEC-6 intestinal epithelial cells, primary screen, cytotoxicity control for KLF5 inhibitor project, cell-based, luminescence; IEC-6 cytotoxicity, luminescence viability; inhibition, % at 5 µM; 290,000 compounds, 0.78% hits; AID 1825, 2009; in the data active means inhibition above about 22%;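 further: 0% = plate median of test compound wells and 100% = cytotoxic reference compound wells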
PolyA inh = polyadenylation inhibitors in yeast reporter cells, primary screen, luminescence, S. cerevisiae; 300,000 compounds, 0.02% hits; calls only at 12 µM; S. cerevisiae SKY197-pL101 polyadenylation reporter, beta-gal luminescence; efflux-impaired pdr1/pdr3 knockout yeast; score 100 = 6 SD above DMSO;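 active means lowest replicate activity score at least 50, where 100 means six control SD above control mean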;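 further: yeast exposed to compound for 9 h at 30 °C; higher score means more reporter readthrough which indicates perturbed polyadenylation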
AI-2 QS modul = Vibrio harveyi AI-2 quorum sensing modulators, primary screen, JMH597 strain, luminescence/OD600 ratio; Vibrio harveyi JMH597 AI-2 luminescence/OD600 ratio, 9 h; hits give low values; strain lacks LuxN and CqsS sensors; 0 = neutral-control median; activity change, % at 7.5 µM; 300,000 compounds, 0.4% hits; AID 2094, 2009; in the data active means activity change below about -75%, passing the limit was not always enough;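 further: luminescence divided by OD600 gain over 9 h not by final OD600 alone; inactives centre near 13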
An asterisk follows results filed as active; i = inactive; · = no result given. Some of the compounds tested; rates above refer to the full screens.

canonical_smiles,GSK3 alpha inh,HSF1 inhib,HSF-1 act,KLF5 inhibitor,HSP90 inh,GSK3B inh,aSyn UTR inh,IEC-6 tox,PolyA inh,AI-2 QS modul
Cc1ccc(-c2noc(CCC(=O)Nc3ccc4c(c3)OCO4)n2)cc1,-3,-2,14,-5,-2,2,-4,-3,i,23
CCOC(=O)c1[nH]c2cc3c(cc2c1NC(=O)CN1CCN(CCO)CC1)OCO3,1,-4,-2,5,-4,0,-4,-2,i,11
O=S(=O)(c1ccc2ccccc2c1)N1CCN(C2Cc3ccccc3C2)CC1,-2,-14,2,-46,4,2,2,0,i,5
CCCN1C2CCCC1CC(NC(=O)c1cccc(Cl)c1)C2 (centres undefined),3,0,26,-5,-3,-3,-4,2,i,7
O=C(NCC(=O)N(c1cccc(F)c1)C(C(=O)NCC1CCCO1)c1ccccc1)c1ccco1 (centres undefined),-2,-4,2,0,2,5,6,-3,i,8
Cn1c(NCCCO)nc2ccccc21,-2,-4,2,-43,-1,1,16,-4,i,15
Cc1nn(C)c(Cl)c1C(=O)NCC(=O)Nc1ccc(C(C)C)cc1,1,0,8,-28,-5,1,21,-6,i,4
COC(=O)C1=C[C@@H](C(=O)OC)[C@@H]2C3=C(C(=O)[C@]2(C)NC(=O)c2ccccc2)[C@H](C)n2c(=O)n(C)c(=O)n2[C@@H]3C1,-1,-18,-41,·,·,1,1,·,i,9
COCCCNc1nc2ccccc2nc1NS(=O)(=O)c1ccc(C)cc1,0,-2,-5,-42,-3,-1,2,-4,i,20
O=C(Nc1ccccc1Cl)c1cnccn1,0,-6,19,-5,7,-3,-41,10,i,15
Cc1cnc(C(=O)OCC(=O)NCc2ccc3c(c2)OCO3)cn1,-2,-3,6,-45,-3,3,31,-6,i,17
CC12CCC(C(=O)NNc3ccccc3)(C(=O)C1=O)C2(C)C (centres undefined),-2,15,11,-3,4,-3,-24,0,i,24
CN(C)CCCN(C(=O)c1ccco1)c1nc2ccc(F)cc2s1,-2,·,·,-10,1,-2,-36,5,i,6
Cc1cccc(-c2nnn(Cc3nnc(NC(=O)c4ccccc4)s3)n2)c1,-4,-14,-9,-16,-3,0,-6,0,i,18
Cc1cccc(N2CCN(C(=O)C3CCCN(S(=O)(=O)c4c(C)noc4C)C3)CC2)c1C (centres undefined),-2,0,20,-16,2,-1,-11,4,i,9

Remaining list, next part:
canonical_smiles,GSK3 alpha inh,HSF1 inhib,HSF-1 act,KLF5 inhibitor,HSP90 inh,GSK3B inh,aSyn UTR inh,IEC-6 tox,PolyA inh,AI-2 QS modul
CN(C)S(=O)(=O)c1cccc(C(=O)N(Cc2ccc(F)cc2)Cc2ccco2)c1,-1,-8,0,-16,-2,-4,5,-2,i,97
Cc1c(C(=O)NC2CCN(Cc3ccccc3)C2)oc2ccc(Br)cc12 (centres undefined),-3,-4,-6,-12,3,-1,21,2,i,17
Cc1cc(=O)oc2cc(NC(=S)NNC(=O)c3c(Cl)cnn3C)ccc12,0,28,46,-9,-1,-3,-40,6,i,13
Cc1cc(C)n(-c2ccc(C(=O)Nc3nnc(C4CC4)s3)cc2)n1,4,1,5,-1,1,2,-8,-5,i,8
Cc1ccc(CNS(=O)(=O)/C=C/c2ccc3c(c2)OCO3)cc1,7,-8,16,-4,2,-11,17,-1,i,5
Cc1cc(C)cc(NC(=O)CN2CCC(C(=O)c3ccccc3)CC2)c1,0,0,9,-25,-4,0,0,-4,i,-13
COc1ccc(Cn2c(C(F)(F)F)ccc(C(N)=O)c2=O)cc1,2,1,1,-44,-3,2,-1,-1,i,6
Cc1ccc(-c2nnn(CC(=O)N(Cc3cccs3)C(C(=O)NCC3CCCO3)c3ccco3)n2)o1 (centres undefined),·,9,4,-9,1,2,-23,0,i,6
CC(C)(C)c1ccc(C(=O)NCCCNC(=O)c2ccccn2)cc1,1,1,2,4,-1,1,-17,8,i,16
Cc1noc(C)c1C(=O)Nc1nc(-c2ccccc2Cl)cs1,1,8,12,11,-2,2,-39,-3,i,-1
O=C(NCCCn1ccnc1)Nc1ccc(Cl)cc1Cl,0,-2,20,-16,0,1,-4,3,i,12
CC(Sc1nc2ccccc2c(=O)n1CC1CCCO1)C(=O)Nc1ccc(S(N)(=O)=O)cc1 (centres undefined),-2,25,56*,·,·,0,-9,·,i,-1
COc1ccc(CNC(=O)C2(CC3CC(c4ccccc4)=NO3)CCN(C(=O)C3(C)CC3)CC2)cc1 (centres undefined),-1,-3,-13,·,·,2,0,·,i,2
CCOC(=O)CSc1nc2sc3c(c2c(=O)n1-c1ccc(OC)cc1)CCN(C)C3,0,1,22,-12,2,-1,-2,-5,i,10
O=C(NCCC1CCCCN1S(=O)(=O)c1ccc(F)cc1)C(=O)NCc1cccnc1 (centres undefined),-2,-1,-5,·,·,0,-3,·,i,14

(list continues)
Molecule,GSK3 alpha inh,HSF1 inhib,HSF-1 act,KLF5 inhibitor,HSP90 inh,GSK3B inh,aSyn UTR inh,IEC-6 tox,PolyA inh,AI-2 QS modul
CCOC(=O)c1ccc(Oc2nc(N(C)C)nc(N(C)C)n2)cc1,-1,7,1,-14,7,0,22,5,i,19
CCOC(=O)c1cccc(N2C(=O)Nc3ccccc3N2O)c1,-1,7,2,-58,3,0,-31,-1,i,9
CCCCn1c(N)c(N(CCC(C)C)C(=O)CN2C(=O)C3CCCCC3C2=O)c(=O)[nH]c1=O (centres undefined),-3,1,-1,-5,0,0,-3,8,i,4
COc1ccc(Nc2ccc(S(=O)(=O)N3CCCCC3)cc2[N+](=O)[O-])cc1,-1,5,3,-13,1,-1,20,0,i,26
CCN(c1ccccc1)S(=O)(=O)c1ccc(Cl)c(C(=O)NCCc2ccc(OC)cc2)c1,·,6,5,-26,2,-1,4,-2,i,31
CC(C)CN(CC(C)C)C(=O)c1cccc(S(=O)(=O)N2CCc3ccccc32)c1,-3,2,7,-7,3,-1,17,-1,i,21
COc1ccc(C)cc1Nc1n[n+](-c2ccccc2)c(-c2ccc(C(=O)O)cc2)s1,6,-1,-12,4,-1,0,-26,-6,i,13
COc1ccc(-n2c(SCC(=O)N3CCCCC3)nc(O)cc2=O)cc1,-1,8,-1,-11,-4,1,1,-7,i,21
CCOc1ccc(-c2nnc(N3CCCCC3)c3ccccc23)cc1,-2,3,2,-14,-6,-2,10,-2,i,8
Cc1c(C)n2c(SCC(=O)N3CCOCC3)nnc2[nH]c1=O,2,-1,4,·,·,-1,-17,·,i,-7
CCOC(=O)c1sc(C)c(C(=O)NCCCN2CCOCC2)c1N,0,0,-14,-13,-2,-1,-4,-4,i,10
Cc1ccccc1NC(=O)CSc1ccc(-c2ccccn2)nn1,1,0,0,-40,5,1,-24,7,i,0
O=[N+]([O-])c1ccc(N2CCNCC2)c(S(=O)(=O)N2CCOCC2)c1,-3,-4,-5,-31,-1,-9,7,-11,i,9
CCOc1cccc2sc(N(CCCN(C)C)C(=O)c3ccc(S(=O)(=O)N(C)CC4CCCO4)cc3)nc12 (centres undefined),1,-7,0,-32,1,2,-9,-4,i,18
Fc1cccc(Cl)c1CN1CCN(c2nc3ccccc3s2)CC1,-3,9,16,-154,4,0,-198,6,i,26
Cc1cc(C)cc(OC(=O)CS(=O)c2ccc(C(F)(F)F)cc2[N+](=O)[O-])c1 (centres undefined),-2,125,171*,-45,-2,3,-29,1,i,39

Pulled by compound from the list above:
Molecule,GSK3 alpha inh,HSF1 inhib,HSF-1 act,KLF5 inhibitor,HSP90 inh,GSK3B inh,aSyn UTR inh,IEC-6 tox,PolyA inh,AI-2 QS modul
Cc1c(C)n2c(SCC(=O)N3CCOCC3)nnc2[nH]c1=O,2,-1,4,·,·,-1,-17,·,i,-7
CCCN1C2CCCC1CC(NC(=O)c1cccc(Cl)c1)C2 (centres undefined),3,0,26,-5,-3,-3,-4,2,i,7
Cc1ccc(-c2noc(CCC(=O)Nc3ccc4c(c3)OCO4)n2)cc1,-3,-2,14,-5,-2,2,-4,-3,i,23
O=S(=O)(c1ccc2ccccc2c1)N1CCN(C2Cc3ccccc3C2)CC1,-2,-14,2,-46,4,2,2,0,i,5
